M. tuberculosis GlmU: inhibition of mycobacterial GlmU enzyme – biochemical, glucosamine-1-phosphate acetyltransferase (AID 1376); inhibition, %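 (tested at 30 µM in the primary screen)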, or IC50 in µM where a hit was titrated; actives 0.25% (n = 220,000); M. tuberculosis GlmU acetyltransferase enzyme assay; higher % means a stronger effect; in the data active means inhibition above about 13%;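 further: 0% = complete reaction with vehicle and 100% = reaction without substrate; strong numbers were not always called active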
Mtb RmlCD inh: inhibitors of Mycobacterium tuberculosis RmlC and RmlD coupled enzymes. inhibition, % at 3.6 µM. RmlC+RmlD coupled enzyme assay, percent inhibition; primary screen in compound mixtures. actives 0.03% (n = 160,000). P9WH09+P9WH11; in the data active means inhibition mostly above about 34%, no sharp cut-off; further: some results filed as inactive read as strong as hits
Target sequence (P9WH09 whole entry, looked up): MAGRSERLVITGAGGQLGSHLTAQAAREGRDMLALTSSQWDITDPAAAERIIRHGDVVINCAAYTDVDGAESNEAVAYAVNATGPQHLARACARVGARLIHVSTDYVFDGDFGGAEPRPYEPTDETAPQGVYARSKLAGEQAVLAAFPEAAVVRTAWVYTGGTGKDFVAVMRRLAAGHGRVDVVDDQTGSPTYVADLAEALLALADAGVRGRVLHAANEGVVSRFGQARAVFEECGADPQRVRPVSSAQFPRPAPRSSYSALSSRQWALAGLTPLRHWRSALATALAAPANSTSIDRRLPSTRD
Target sequence (P9WH11 whole entry, looked up): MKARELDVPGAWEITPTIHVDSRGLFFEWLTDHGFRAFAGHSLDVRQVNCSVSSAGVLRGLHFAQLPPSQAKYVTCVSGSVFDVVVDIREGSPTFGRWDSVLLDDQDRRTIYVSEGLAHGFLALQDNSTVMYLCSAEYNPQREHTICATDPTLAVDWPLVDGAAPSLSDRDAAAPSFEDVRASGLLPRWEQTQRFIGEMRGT
Numbers without * were called inactive; . = no result given.

compound | M. tuberculosis GlmU | Mtb RmlCD inh
Cc1c(C(c2ccc(Cl)cc2Cl)c2c(O)c3ccccc3oc2=O)c(=O)n(-c2ccccc2)n1C (stereo unspecified) | -2.7% | 6
O=C(CN1C(=O)COCC1=O)N1CCOCC1 | 0.6% | .
CCn1cc(C(=O)NC(=S)Nc2sc3c(c2C(=O)OC)CCCCCC3)cn1 | 2.2% | 8
COCCNC(=O)CN(C)S(=O)(=O)c1ccc(Br)cc1 | 5.1% | .
Cc1c(NC(=O)CSc2ncn[nH]2)c(=O)n(-c2ccccc2)n1C | -6.1% | .
O=C(NCc1ccncc1)C(=O)Nc1nc(C23CC4CC(CC(C4)C2)C3)cs1 | -3.4% | -7
COCC1=C(C(=O)OC)C(c2ccco2)n2ncnc2N1 (stereo unspecified) | 2.8% | -9
CC1CCN(C(=O)CCc2nc3cc(S(=O)(=O)N(C)C)ccc3n2C)CC1 | 3.8% | .
O=C(NN1CCOCC1)c1cc(-c2ccc(Br)cc2)nc2ccccc12 | 2.6% | 11
COCC1CCN(Cc2cn[nH]c2-c2ccc(OC)c(F)c2)C1 (stereo unspecified) | -5.2% | .
COc1ccc(-c2noc(CN(C(=O)c3c(-c4ccccc4Cl)noc3C)C(C)C)n2)cc1 | -2.7% | .
Cc1ccccc1OCCCC(=O)Nc1ccccc1C(F)(F)F | -5.6% | .
COc1ccc(C2CC(=O)c3cnc(NC(=O)c4cc(OC)cc(OC)c4)nc3C2)cc1 (stereo unspecified) | -0.1% | -2
O=C(c1cc(=O)[nH]c2ccccc12)N1CCN(c2cccc(C(F)(F)F)c2)CC1 | -0.5% | 2
O=C(CCC1COc2ccccc2O1)NC1CCCCC1 (stereo unspecified) | 2.1% | 9
O=C(N/C(=C/c1ccc(Br)cc1)C(=O)N1CCCC1)c1ccccc1F | -3.0% | -14
O=C(O)C1=NOC(CNc2ncc(C(F)(F)F)cc2Cl)C1 (stereo unspecified) | 3.1% | 65
Cc1nc(C)c(C)nc1C | . | 48
COC(=O)C1=C(c2cc3ccccc3s2)C[C@@H]2CC[C@H]1N2C(=O)NCc1ccc(C(F)(F)F)cc1 | 6.3% | .
Cc1cc(C)n(-c2cc(Cl)cc(Cl)c2)c(=O)c1C#N | 2.5% | .
Cc1nc(-c2ccc(C(=O)Nc3ccc(F)cc3)cc2)cs1 | -8.1% | -4
NC(=Nc1ccccc1)NC(=O)c1nc(Cl)c(N)nc1N | -0.7% | .
COc1ccc(-c2ccc(CCC(=O)O)n2-c2ccc(O)cc2)cc1 | -0.3% | 5
COc1ccc(-n2c(-c3cnccn3)n[nH]c2=S)cc1 | -2.2% | 0
Cc1ccc(NCc2nc3ccccc3n2CCOc2ccccc2)cc1 | 1.4% | -1
C=CCn1c(SCC(=O)NC(N)=O)nnc1-c1cc2c(s1)CCC(CC)C2 (stereo unspecified) | 2.4% | -3
O=C(O)CCc1ccc(-c2cccs2)n1NC(=O)c1ccc(Cl)cc1 | 2.2% | 5
O=C(Cc1ccccc1)NCc1n[nH]c(=S)n1-c1ccc(Br)cc1 | 4.5% | -13
Cc1nn(Cc2ccc(F)cc2)c(C)c1NC(=O)c1cnn2c1NC(c1ccccc1)CC2C(F)(F)F (stereo unspecified) | 0.4% | .
CCOC(=O)N1CCC(NC(=O)c2cc(C(=O)NCC(OC)OC)ccc2CO)CC1 | 1.7% | -2
Nc1nonc1C(=O)N/N=C/c1ccc(-c2ccc(Cl)c(C(=O)O)c2)o1 | 5.3% | -11
Cc1cc2nc(C3CCCN(C(=S)Nc4ccccc4C)C3)[nH]c2cc1C (stereo unspecified) | -0.5% | 21
Cc1ccsc1C1C(C#N)=C(N)Oc2n[nH]c(C)c21 (stereo unspecified) | -1.2% | -11
COc1ccc(Br)cc1CN1CCN(C(=O)c2ccc(F)cc2)CC1 | -1.4% | 1
O=S(=O)(/C=C/c1ccccc1)N1CCN(Cc2ccccc2)CC1 | 4.0% | 8
COc1ccc(Br)cc1/C=N/NC(=O)c1ccc(COc2ccc3c(c2)CCC3)o1 | -2.0% | 16
CCN1CCN(c2ccc(S(=O)(=O)N(CC)CC)cc2[N+](=O)[O-])CC1 | -6.5% | 1
CC(C)CC1NC(=O)N(CC(=O)N2CCN(S(=O)(=O)c3ccc4ccccc4c3)CC2)C1=O (stereo unspecified) | 7.0% | 6
CCOc1ccccc1NC(=O)CN(c1ccc(OC)cc1)S(=O)(=O)c1c(C)noc1C | -0.2% | .
CC(C)COC(=O)c1ccc2c(c1O)C(=O)c1ccccc1C2=O | 7.3% | .
CCOC(=O)C(NC(C)=O)(Nc1ccc(S(=O)(=O)Nc2nccs2)cc1)C(F)(F)F (stereo unspecified) | 1.4% | .
COc1ccc(C(=O)NCCSCc2ccc(C)cc2)cc1 | 1.2% | 7
Cc1ccccc1N=Cc1c(O)n(-c2nccs2)c(=O)c2ccccc12 | 3.5% | .
O=C1CCC(C(=O)N(c2ccccc2)C2(C(=O)NC3CCCCC3)CCCCC2)N1 (stereo unspecified) | -0.3% | 8
CCc1ccccc1NC(=O)CN(c1ccc(OC)cc1OC)S(=O)(=O)c1ccccc1[N+](=O)[O-] | 3.6% | -6
CC(=O)Oc1c(Cl)c(N2CCOCC2)c(OC(C)=O)c2ccccc12 | -3.9% | -9
CC(C)CC1(C)NC(=O)N(CC(=O)Nc2cccc(S(=O)(=O)N(C)c3ccccc3)c2)C1=O (stereo unspecified) | -7.3% | -9
COc1ccccc1OCC(=O)Nc1cccc(C(=O)N2CCOCC2)c1 | 5.4% | .
CC1CCCCC1NC(=O)CSc1nncn1N (stereo unspecified) | 1.6% | -7
Cc1cc(C)c(NC(=O)CS)c(Cl)c1 | 0.8% | 9
CCC(C(=O)Nc1ncn[nH]1)(C(F)(F)F)C(F)(F)F | 2.0% | -12
O=C(NNC(=S)NC1CC2CCC1C2)c1ccc(Cl)cc1 (stereo unspecified) | 40% | -5
CCOc1ccc(-n2nnnc2SCC(=O)c2ccccc2)cc1 | 6.4% | .
CC(=O)NCCn1c(SCC(=O)NCCc2ccc(S(N)(=O)=O)cc2)nc2ccccc2c1=O | -3.6% | -7
Cc1ccc(N=Cc2cccc(O)c2O)c(C)c1 | 12% | .
C=CCn1c(-c2ccoc2)n[nH]c1=S | 4.3% | -11
CCOC(=O)c1c(C)[nH]c(N=Nc2ccc(C)cc2C)c1C | 0.1% | .
CCc1ccccc1NC(=O)CCc1nc(-c2ccc(C)cc2)no1 | -0.3% | -5
CCCCCCn1c(COc2ccccc2F)nnc1SCC(=O)N1c2ccccc2NC(=O)C1(C)C | 0.1% | .
Cc1cc(C)n2nc(SCC(=O)N(C)C)nc2n1 | -0.2% | 10

Gathered by group, the compounds so far with a thiophene ring, fused or not.
compound | M. tuberculosis GlmU | Mtb RmlCD inh
CCn1cc(C(=O)NC(=S)Nc2sc3c(c2C(=O)OC)CCCCCC3)cn1 | 2.2% | 8
COC(=O)C1=C(c2cc3ccccc3s2)C[C@@H]2CC[C@H]1N2C(=O)NCc1ccc(C(F)(F)F)cc1 | 6.3% | .
C=CCn1c(SCC(=O)NC(N)=O)nnc1-c1cc2c(s1)CCC(CC)C2 (stereo unspecified) | 2.4% | -3
O=C(O)CCc1ccc(-c2cccs2)n1NC(=O)c1ccc(Cl)cc1 | 2.2% | 5
Cc1ccsc1C1C(C#N)=C(N)Oc2n[nH]c(C)c21 (stereo unspecified) | -1.2% | -11

Record cards, as listed above:
O=C(N/C(=C/c1ccc(Br)cc1)C(=O)N1CCCC1)c1ccccc1F across the screens: M. tuberculosis GlmU: -3.0%; Mtb RmlCD inh: -14
COCC1CCN(Cc2cn[nH]c2-c2ccc(OC)c(F)c2)C1 (stereo unspecified) across the screens: M. tuberculosis GlmU: -5.2%; Mtb RmlCD inh: .

The list continues.
compound | M. tuberculosis GlmU | Mtb RmlCD inh
CC(C)(C)C(=O)COC(=O)c1cccc(NC(=O)c2ccco2)c1 | 3.6% | -7
Cc1ccc(C)c(N2CCN(S(=O)(=O)c3ccc4c(c3)CCC(=O)N4)CC2)c1 | 0.2% | 8
CCCCOc1ccc(-c2ncc(N)cn2)cc1 | 4.8% | 89
C=CCn1c(CCCOc2ccc(Cl)cc2Cl)nnc1SCC(=O)Nc1nccs1 | -3.9% | .
CCOC(=O)c1[nH]c2ccc(OC)cc2c1NC(=O)NC(C)C | -4.2% | .
O=C(Nc1ccc(Cc2ccncc2)cc1)c1cccs1 | -3.0% | -12
O=C(CN1C(=O)COc2ccccc21)Nc1ccc2c(c1)OCCO2 | -4.0% | .
Cc1nn(C(=O)c2ccco2)c(C)c1Sc1ccc(Br)cc1 | . | 6
O=C(Cc1ccccc1[N+](=O)[O-])NCc1ccccc1Cl | 3.9% | .
Cc1ccc(N2CC(C(=O)NCCc3ccc(S(N)(=O)=O)cc3)CC2=O)cc1 (stereo unspecified) | -3.7% | -11
CC/C(Cc1ccccc1)=N/NC(=O)c1cccc(Br)c1 | 4.5% | .
COc1cc(/C=N/n2c(-c3cc(C)[nH]n3)n[nH]c2=S)cc(OC)c1OC | -2.9% | 6
CCOC(=O)c1ccc(NC(=S)N(CCCN2CCCC2)Cc2ccco2)cc1 | 6.2% | 3
CC1(C)CC(=O)C2=C(C1)Nc1ccccc1[S@]2=O | 1.2% | .
CCc1cc(SC#N)ccc1N | -2.2% | 5
CC(NC(=O)C(=O)NCCCn1ccnc1)c1ccccc1 (stereo unspecified) | 2.1% | 6
CCOc1cc(/C=N/NC(=O)c2cccnc2)ccc1OCc1ccc(C(=O)OC)o1 | 2.4% | .
N#CC1=C2SCC(O)(c3ccccc3)N2C(=O)CC1c1ccccc1 (stereo unspecified) | -2.4% | -4
O=C(O)Cc1csc(-c2ccccc2)n1 | -1.1% | -5
Cc1sc(NC(=S)NC(=O)c2ccco2)c(C(N)=O)c1C | -1.4% | -8
CCOc1ccc(-n2nnc3c(=O)n(CC(=O)NCc4ccco4)cnc32)cc1 | -3.4% | 3
CCS(=O)(=O)N1Cc2ccccc2CC1C(=O)Nc1ncc(C)s1 (stereo unspecified) | -9.1% | 6
C=CCn1c(-c2ccc(=O)n(Cc3ccccc3)c2)n[nH]c1=S | 2.9% | .
Cc1ccc(C)c2c3c([nH]c12)-c1nonc1CC3 | 1.8% | -4
CC(C)Oc1ccc(C2C(C#N)=C(N)Oc3c2c(=O)oc2ccccc32)cc1 (stereo unspecified) | 6.5% | .
CCOc1cccc2c1OC(c1cc(OC)c(OC)c(OC)c1)N1N=C(c3ccc(C)o3)CC21 (stereo unspecified) | -6.8% | -6
O=C(CN1C(=O)C2C3c4ccccc4C(c4ccccc43)C2C1=O)Nc1ccccc1C(=O)O (stereo unspecified) | 9.9% | -3
CCOC(=O)c1cc(=O)n2[nH]c(-c3ccc(C)cc3)cc2n1 | 2.9% | 19
Cc1ccc2nc(SCC(=O)N(CC(C)C)c3c(N)n(CC(C)C)c(=O)[nH]c3=O)[nH]c2c1 | -1.7% | -4
COc1ccc(N(CC(=O)Nc2ccc(OC)c(Cl)c2)S(=O)(=O)c2c(C)noc2C)cc1 | -1.5% | .
CC(N)Cc1c[nH]c2cc3c(cc12)OCCO3 (stereo unspecified) | . | 6
O=C1CCCc2nc(N3CCc4ccccc43)ncc21 | -0.9% | 8
O=C(COC(=O)C12CC3CC(CC(O)(C3)C1)C2)Nc1ccccc1OC(F)F | 4.1% | 100
COc1ccccc1C1/C(=C(/O)c2ccc(OC(C)C)cc2)C(=O)C(=O)N1c1cc(C)on1 (stereo unspecified) | 0.9% | .
O=S(=O)(Nc1nc2ccccc2nc1Cl)c1ccc(Cl)cc1 | 3.0% | 14
CC1=C(C(N)=O)C(c2ccccc2F)NC(=O)N1 (stereo unspecified) | -0.1% | .
C#CCOC(=O)c1csc2nnsc12 | -2.2% | .
Cc1c(Cl)cccc1NC(=O)CCC(=O)N/N=C/c1ccc[nH]1 | -4.5% | -4
S=C(Nc1ccccc1)Nc1ccccc1-n1cccc1 | -0.9% | 74
Cn1ncc2c(c(SCc3ccc(Cl)cc3Cl)nn2C)c1=O | -3.9% | -3
O=C(CNC(c1ccccc1)c1ccccc1)Nc1ccc(F)cc1 | -3.1% | .
CCOC(=O)Cc1csc(N(C)C)n1 | 1.2% | 11
Cc1cc(C)cc(N(C(=O)CNS(=O)(=O)c2ccccc2)C(C(=O)NCc2ccccc2)c2ccc(C)o2)c1 (stereo unspecified) | -1.1% | 23
NC(=S)N/N=C/c1ccc([N+](=O)[O-])cc1 | -4.2% | 8
CCC(=O)c1ccc(OCC(O)CN2CCN(S(=O)(=O)N3CCCCC3)CC2)cc1 (stereo unspecified) | 1.8% | 14
COc1ccc(-c2nc(NC(=O)CSc3nnc4ccccn34)ns2)cc1 | -2.0% | .
O=C(c1ccc(NC2=NC3CS(=O)(=O)CC3S2)cc1)N1CCc2ccccc2C1 (stereo unspecified) | 0.1% | -4
COc1ccc(-c2noc(CN3CCCCC3c3nccn3C)n2)cc1 (stereo unspecified) | -6.5% | 12
O=C(CCNS(=O)(=O)c1ccccc1F)NCc1ccc2c(c1)OCO2 | 2.8% | .
CN(C)c1ccc(Nc2nc(N)c([N+](=O)[O-])c(N3CCOCC3)n2)cc1 | -0.7% | .
O=C(NCCN1CCOCC1)c1cnn2c(-c3ccccc3)cc(-c3ccccc3)nc12 | -0.8% | 11
O=[N+]([O-])c1ccc(C2C3C(c4ccccc4)=NC4(CCCC4)N32)cc1 (stereo unspecified) | 0.0% | 11
O=C(NCCN1CCOCC1)c1ccc(=O)oc1 | 1.2% | 6

Source: PubChem (several laboratories)

This is a subset, so the mix of outcomes need not match the whole.
